# Screens (PubChem BioAssay)
# Nrf2 block – blocks Nrf2 signaling; Potency, µM (titrated, usually from 46 µM), for inactives: at the top dose activity change, negative = inhibition, hits mostly inhibitors; A549 ARE-Fluc reporter, luciferase luminescence, 18-24 h; AID 504444; actives 2.1% (n = 360,000); also: potency is read from the fitted curve at half-maximal effect; % is scaled to controls: 0 for no effect and ±100 for the full control effect; nearly all actives have a fitted effect of over 60% in size
#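 Nrf2 activity is the BugLite luminescence, read 15 min after reagent at room temperature, following CellTiter-Fluor cytotoxicity readout (30 min, 37C). Compound titrations were applied for 18-24 h to 5000 A549 ARE_Fluc cells/well in 5% FBS OPTI-MEM.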
# IL1B secr inh – inhibitors of inflammasome signaling (IL-1 beta secretion). THP-1 LPS/ATP IL-1B secretion, AlphaLISA, 16 h; active compounds read low. actives 4.7% (n = 360,000). AID 743279. activity change, % at 57.5 µM; in the data active = activity change below about -50%; inconclusive = mostly about -30% to -49%; also: % is scaled to controls: 0 for no effect and ±100 for the full control effect
#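 Secreted IL-1B measured by AlphaLISA bead assay after 16 h compound exposure of THP-1 cells; compounds (final up to 57.5 uM) added 1 h before LPS (250 ng/mL) and ATP (1.25 mM) stimulation; lower signal means less secretion.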
# TGFb inhibitor – blocks TGF-b signaling; Potency, µM (series often up to 46.1 µM), inactives show at the top dose activity, negative = inhibition, most hits filed as inhibitors; AID 588855; HepG2 CAGA-GFP TGF-b/SMAD3 reporter, GFP fluorescence, 18 h; TGF-beta stimulated, 500 pg/mL final; actives 1.2% (n = 410,000); also: potency is read from the fitted curve at half-maximal effect; % is scaled to controls: 0 for no effect and ±100 for the full control effect; nearly all actives have a fitted effect of over 65% in size
#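 TGF-beta reporter screen: HEPG2 CAGA-GFP, 1% FBS, 500 pg/mL TGF-beta final, 18 h; per-cell GFP summed per well; curves fitted and categorized by class.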
# MCF10A rereplic – inducers of DNA re-replication in MCF 10A breast cells; MCF 10A DNA re-replication, Hoechst nuclear intensity, 48 h; Potency, µM (highest dose often 46.1 µM), without a hit: top-dose activity, positive = re-replication, usual class: activators; actives 2.9% (n = 350,000); AID 624296; also: potency is read from the fitted curve at half-maximal effect; % of control where 0% means no effect; nearly all actives have a fitted effect of over 50% in size
# S2 tox – cell viability loss in ATXN counter-screen | S2 cells (HEK-293 line with an ATXN2-luciferase reporter) viability, CellTiter-Fluor protease fluorescence, 24 h | Potency, µM (highest dose often 56.7 µM), actives largely listed as cytotoxic | actives 0.49% (n = 400,000) | AID 651635; also: potency is read from the fitted curve at half-maximal effect; nearly all actives have a fitted effect of over 40% in size
# Nrf2 activator – Nrf2 pathway activation | AREc32 ARE-luciferase reporter (MCF7-derived line), luminescence, 24 h | Potency, µM (top dose mostly 46.1 µM), inactives show at the top dose activation, most hits filed as activators | actives 0.31% (n = 410,000) | AID 624171; also: potency is read from the fitted curve at half-maximal effect; % of control where 0% means no effect; nearly all actives have a fitted effect of over 65% in size
#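 AREc32 cells carrying an ARE-driven firefly luciferase, 1000 cells/well in OPTI-MEM with 5% FBS, dosed after overnight attachment and incubated 24 hr at 37 deg C. Steady-Glo luminescence read after 30 min at RT.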
# HepG2 viability – HepG2 cytotoxicity, counter-screen for TGF-b inhibitors; HepG2 CAGA-GFP viability, ATP luminescence, 18 h; Potency, µM (series often up to 46.1 µM), for inactives: at the top dose activity change, negative = cytotoxicity, most hits filed as cytotoxic; actives 0.76% (n = 410,000); AID 588856; also: potency is read from the fitted curve at half-maximal effect; some results filed as inactive show a strong effect at the top dose
#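 HepG2 CAGA-GFP cells (1000/well, DMEM with 1% FBS) received compound, then TGF-beta at 500 pg/mL final, and were incubated 18 hours at 37 degrees C. Viability was read by CellTiter-Glo luminescence. Media-only wells were set as complete cell-killing and DMSO as no toxicity.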
# ATXN2 expr inh – reduces ATXN2 reporter expression in HEK-293 cells. HEK-293 ATXN2-luciferase reporter, luminescence, 24 h. Potency, µM (series often up to 57 µM), without a hit: at the top dose activity change, negative = inhibition, usual class: inhibitors. actives 0.72% (n = 360,000); also: potency is read from the fitted curve at half-maximal effect; % is scaled to controls: 0 for no effect and ±100 for the full control effect; nearly all actives have a fitted effect of over 55% in size
#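 ATXN2-luciferase reporter cells (luciferase flanked by upstream and downstream ATXN2 gene portions) were treated 24 h at 37 °C with compounds at up to 57 uM. SteadyGlo luminescence gave expression; GF-AFC fluorescence gave viability.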
# A549 tox – kills or reduces viability of A549 cells in Nrf2 counter-screen. AID 504648. A549 ARE-Fluc cells, CellTiter-Fluor viability, 18-24 h. Potency, µM (titrated, usually from 46 µM), for the others: top-dose activity change, negative = cytotoxicity, most hits filed as inhibitors. actives 0.16% (n = 390,000); also: potency is read from the fitted curve at half-maximal effect; % is scaled to controls: 0 for no effect and ±100 for the full control effect
#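 A549 ARE-Fluc cells in 5% FBS OPTI-MEM, 5000 cells/well, rested 2 h then exposed to compounds in concentration-response for 18-24 h at 37 °C. Viability by CellTiter-Fluor fluorescence (Ex 405/Em 525) after 30 min; luciferase luminescence (BugLite, 15 min, RT) read afterwards.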
# An asterisk follows results filed as active; i = inactive; ? = inconclusive; / = not tested or not shown; [ ] = another dose, or the depositor's remark. Unless noted, calls follow the shape of the dose curve; as a rule, active = well fitted curve in the direction sought with a large enough effect; inconclusive = small, poorly fitted or top-dose-only effect, or another doubt; inactive = no such curve, though single readings can be large; an effect the other way counts as inactive or inconclusive.
# Preview (4 entries):
1	CCOC(=O)c1ccc(NC(=O)CSC2=NN3CCCC(=O)N=C3S2)cc1
2	Cc1onc(-c2ccccc2Cl)c1C(=O)N1CCCc2ccccc21
3	CC1CN(C(=O)c2cc3c(=O)n4ccccc4nc3s2)CC(C)O1 (stereo unspecified)
4	CCOc1cccc(C2c3[nH]c4ccccc4c3CCN2C(=O)CSCc2ccc(F)cc2)c1 (stereo unspecified)

screen / no.	1	2	3	4
Nrf2 block	6%	?	16%	/
IL1B secr inh	32	-8	30	/
TGFb inhibitor	18%	-6%	-1%	?
MCF10A rereplic	7%	-5%	0%	/
S2 tox	i	i	i	/
Nrf2 activator	-0.8%	0.0%	3.4%	0.3%
HepG2 viability	14%	-16%	2%	-33%
ATXN2 expr inh	-2%	?	15%	/
A549 tox	-8%	-16%	-7%	-14%

# The whole of this part, repeating the preview:
1	CCOC(=O)c1ccc(NC(=O)CSC2=NN3CCCC(=O)N=C3S2)cc1
2	Cc1onc(-c2ccccc2Cl)c1C(=O)N1CCCc2ccccc21
3	CC1CN(C(=O)c2cc3c(=O)n4ccccc4nc3s2)CC(C)O1 (stereo unspecified)
4	CCOc1cccc(C2c3[nH]c4ccccc4c3CCN2C(=O)CSCc2ccc(F)cc2)c1 (stereo unspecified)
5	Cc1oc(C(C)(C)C)cc1C(=O)NCC(=O)NCC(=O)O
6	O=C(NC1CCCC1)C(c1ccncc1)N(Cc1ccccc1F)C(=O)c1csnn1 (stereo unspecified)
7	CCCc1cc(=O)[nH]c(Nc2ccc(OCC)cc2)n1
8	Cn1nc(C(=O)Nc2ccc(S(=O)(=O)Nc3ncccn3)cc2)ccc1=O

screen / no.	1	2	3	4	5	6	7	8
Nrf2 block	6%	?	16%	/	7%	15%	5%	4%
IL1B secr inh	32	-8	30	/	11	-5	/	16
TGFb inhibitor	18%	-6%	-1%	?	5%	8%	/	1%
MCF10A rereplic	7%	-5%	0%	/	-7%	-1%	/	2%
S2 tox	i	i	i	/	i	i	/	i
Nrf2 activator	-0.8%	0.0%	3.4%	0.3%	0.2%	-0.4%	6.6%	0.0%
HepG2 viability	14%	-16%	2%	-33%	10%	9%	-24%	-1%
ATXN2 expr inh	-2%	?	15%	/	5%	0%	/	1%
A549 tox	-8%	-16%	-7%	-14%	-7%	-5%	0%	0%

9	O=C(O)CCSc1nnc(SCC(=O)NCC(F)(F)F)s1
10	Cc1cc(S(=O)(=O)Nc2cccnc2)c(Cl)cc1Cl
11	COCCCNC(=O)N1CCN(c2nnc(C)c3c(C)n(-c4ccc(Cl)cc4)nc23)CC1
12	Cc1ccc(/C=N/NC(=O)c2cc3c(s2)CCCC3)o1
13	C[C@H](NC(=O)[C@@H]1Cc2ccccc2CN1C(=O)OC(C)(C)C)C(=O)NCC1CCCO1 (stereo partly specified)
14	CCOC(=O)N1CCN(c2ncc3c(n2)CC(c2ccc(OC)c(OC)c2)CC3=O)CC1 (stereo unspecified)
15	Cc1ccc(C(=O)O)cc1N=Cc1cc(Br)cc(Br)c1O
16	COc1ccc(-c2cc(NC=O)c3ncc(-c4cccc(C(=O)N(C)C)c4)n3c2)cn1

screen / no.	9	10	11	12	13	14	15	16
Nrf2 block	7%	?	-15%	2%	-4%	?	4%	/
IL1B secr inh	17	14	/	-19	19	/	0	-8
TGFb inhibitor	-4%	-12%	12%	27%	0%	1%	?	-22%
MCF10A rereplic	-4%	2%	/	-5%	0%	/	?	/
S2 tox	i	i	i	/	i	i	i	i
Nrf2 activator	-0.9%	-1.1%	-0.6%	5.5%	0.1%	-0.7%	-0.9%[9.22 µM]	11%
HepG2 viability	7%	-3%	1%	-3%	-3%	6%	12%	-8%
ATXN2 expr inh	-1%	-7%	-10%	/	5%	-7%	-18%	-22%
A549 tox	3%	6%	-2%	9%	-5%	-16%	2%	/

17	Cc1c(C(=O)CN2CCSCC2)c2ccccc2n1C
18	O=C(CSc1nc2ccccc2s1)NC(=O)NCc1ccco1
19	COC(=O)c1ccc2nc(NC(=O)CN3C(=O)CCC3=O)sc2c1
20	COc1ccc(C(CNC(=O)Nc2cccc(C)c2)N2CCN(C)CC2)cc1 (stereo unspecified)
21	COc1ccc(NS(=O)(=O)c2ccc(C)c(C(=O)N3CCCCCCC3)c2)cc1
22	O=C(COC(=O)c1ccccn1)NCc1cccc(Cl)c1
23	Cc1cc(C(O)c2ncc(-c3ccc(Cl)cc3)[nH]2)ccc1F (stereo unspecified)
24	C/C(=N/NS(=O)(=O)c1ccc(Cl)cc1)c1cccc(O)c1

screen / no.	17	18	19	20	21	22	23	24
Nrf2 block	-10%	13%	?	2%	-6%	1%	/	-11%
IL1B secr inh	-18	29	31	-29	12	12	-13	8
TGFb inhibitor	13%	-1%	11%	23%	-17%	-11%	-10%	4%
MCF10A rereplic	1%	14%	-11%	-1%	5%	10%	/	1%
S2 tox	i	i	i	i	i	i	?	i
Nrf2 activator	-0.2%	16%	2.5%	0.0%	0.0%	-0.6%	-0.1%	-0.2%
HepG2 viability	2%	-7%	18%	7%	-25%	-6%	-27%	-4%
ATXN2 expr inh	-7%	3%	24%	-4%	-9%	-5%	-15%	2%
A549 tox	-7%	0%	-1%	-4%	-10%	-4%	/	-9%

25	COc1ccc(OC)c(S(=O)(=O)N/N=C(/C)c2c[nH]c3ccccc23)c1
26	CCOC(=O)[C@]12CCC=C1N(Cc1cccc3ccccc13)C(=O)[C@H](CC(=O)N1CCC(c3ccccc3)CC1)C2
27	O=C(COc1cccc2ccccc12)N1CCN(c2ccccn2)CC1
28	CCOc1ccc(C(=O)NC(C)(C)CC)cc1
29	CCC(NC(=O)CCC(=O)N1CCN(S(=O)(=O)c2ccc(C)cc2)CC1)c1ccc(C)cc1 (stereo unspecified)
30	COc1ccc(N2C3=[N+](CC2(C)O)c2ccccc2CC3)cc1 (stereo unspecified)
31	c1ccc(CSc2nnc(Cc3ccccc3)o2)cc1
32	CC(C)CNC(=O)C1(C)CCCCCN1C(=O)c1cc(C#N)cs1 (stereo unspecified)

screen / no.	25	26	27	28	29	30	31	32
Nrf2 block	-18%	/	?	?	1%	/	?	/
IL1B secr inh	35	-9	0	-5	-10	-9	-11	-17
TGFb inhibitor	2%	/	-2%	-7%	?	0%	-7%	10%
MCF10A rereplic	0%	/	-4%	8%	-4%	-12%	0%	/
S2 tox	i	?	i	i	i	i	i	i
Nrf2 activator	0.4%	-1.3%	1.8%	3.2%	-0.5%	0.2%	2.7%	0.3%[9.22 µM]
HepG2 viability	8%	/	-4%	-4%	1%	11%	-24%	6%
ATXN2 expr inh	-6%	5%	18%	14%	/	2%	46%[activator]	-3%
A549 tox	4%	/	15%	4%	5%	13%	13%	/

33	O=C1[C@H]2[C@@H](c3ccc(F)cc3)N3C(=O)N(c4ccccc4)C(=O)[C@@]3(Cc3ccccc3)[C@H]2C(=O)N1C1CCCCC1
34	COC(=O)C(Cc1ccc(OC(=O)c2ccccc2C)cc1)N1Cc2ccccc2C1=O (stereo unspecified)
35	Cc1ccc(Cn2nnc3c(=O)n(CC(=O)c4ccccc4)cnc32)cc1
36	CC1(C)CC(=O)C=C(Nc2ccccn2)C1
37	CC(=O)Nc1cc(C(=O)NCc2ccc(F)cc2)ccc1S(=O)(=O)c1ccc(C)cc1
38	Cc1cc(CN(C)C(=O)CC2C(=O)NCCN2Cc2c(F)cccc2Cl)n[nH]1 (stereo unspecified)
39	C=C(C)C1CC=C(C)/C(=N/NC(=O)CCCNc2cccc(C)c2)C1 (stereo unspecified)
40	COc1cccc(CC(=O)N2CCC(CCC(=O)Nc3cccc(OC)c3)CC2)c1

screen / no.	33	34	35	36	37	38	39	40
Nrf2 block	0%	/	16%	0%	/	-1%	2%	-11%
IL1B secr inh	-1	0	4	9	/	11	-21	-14
TGFb inhibitor	?	2%	-10%	2%	-10%	6%	-25%	2%
MCF10A rereplic	-10%	25%	-5%	0%	/	3%	9%	3%
S2 tox	i	i	i	i	i	i	i	i
Nrf2 activator	-0.5%	7.3%	-0.4%	-0.8%	0.3%	0.1%	3.4%	0.4%
HepG2 viability	-29%	3%	-4%	2%	-12%	0%	5%	2%
ATXN2 expr inh	7%	48%[activator]	7%	2%	4%	-1%	/	7%
A549 tox	2%	19%	1%	/	13%	-3%	-11%	5%

41	O=C(CSc1ccccc1F)NC(=O)c1ccc(Cl)cc1
42	O=C1C(=O)N(C2CCN(S(=O)(=O)c3ccccc3)CC2)CCN1Cc1ccccc1
43	COc1cc(OC)cc(-c2nc3ccccc3c(=O)n2NC(=O)c2cccnc2Cl)c1
44	COC(=O)c1ccccc1NC(=O)Cn1cnc2sc(C)c(S(=O)(=O)N3CCC(C)CC3)c2c1=O
45	O=C(Nc1ccccc1)c1cccc(S(=O)(=O)Nc2ccccn2)c1
46	Cc1nc2c(C(=O)Nc3ccc(N4CCCC(O)C4)cc3)snc2c(=O)[nH]1 (stereo unspecified)
47	Cc1noc(C)c1-c1nc(CS(=O)(=O)c2ccc(Cl)cc2)no1
48	Cc1ccc(C2(C)NC(=O)N(CC(=O)Nc3cccnc3Cl)C2=O)cc1 (stereo unspecified)

screen / no.	41	42	43	44	45	46	47	48
Nrf2 block	1%	?	-13%	-17%[9.27 µM]	-8%	-10%	-1%	-5%
IL1B secr inh	13	/	-1	/	8	-19	21	18
TGFb inhibitor	-9%	2%	-9%	-21%	3%	18%	?	-5%
MCF10A rereplic	1%	/	0%	/	0%	1%	-11%	0%
S2 tox	i	i	i	i	i	i	i	i
Nrf2 activator	0.2%	-0.4%	0.0%	-0.1%	0.2%	0.0%	0.1%	-0.5%
HepG2 viability	-4%	-4%	1%	-18%	-74%	9%	-6%	3%
ATXN2 expr inh	5%	6%	/	-2%	-2%	-4%	36%	0%
A549 tox	7%	17%	-22%	-7%	3%	0%	-6%	4%
